Compound activity from PubChem BioAssay.
ERp5 block: ERp5 (human) disulfide isomerase inhibition | Q15084 | ERp5 insulin aggregation, absorbance 650 nm, 90 min | inhibition, % at 9.99 µM | 350,000 tested, 0.05% active;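 active = mean replicate inhibition above about 25%, with every replicate also reaching it, limit read from the data, passing the limit was not always enough; inconclusive = only one of those two criteria met; inactive = neither criterion met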
SIRT5 inh: sirtuin-5 (human) deacylase inhibition | Purified SirT5, succinyl-peptide AMC, trypsin-coupled fluorescence | inhibition, % at 15 µM | 330,000 tested, 1.1% active | AID 652115; in the data active = inhibition above about 15%; inconclusive = no clear call, values can overlap the other calls
miR-122 sensor: miR-122 inhibition in Huh7 cells; Huh7 miR-122 Renilla luciferase sensor, 48 h; neutral wells = 0, positive control = 100; activation (reporter increase), % at 12.5 µM; 340,000 tested, 0.3% active;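 active = mean replicate activation score at least 90 and every replicate individually at or above 90; inconclusive = only one of the two criteria met; inactive = neither criterion met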;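 also: higher luciferase means less miR-122 activity so hits act as miR-122 inhibitors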
Casp6 inh: blocks human caspase-6 cleavage activity. inhibition, % at 12.5 µM. purified caspase-6, Z-VEID-R110 cleavage fluorescence. P55212. AID 686996. 350,000 tested, 0.53% active;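 active = mean inhibition across replicates at least about 35%, with every replicate also reaching that limit, limit read from the data; inconclusive = only one of the two criteria met; inactive = neither criterion met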;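 also: 0% = median of neutral control wells and 100% = no fluorescence left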
ERAP1 inh: blocks human ERAP1 aminopeptidase activity; inhibition, % at 10.7 µM; 340,000 tested, 0.15% active; AID 652197; recombinant ERAP1, Leu-AMC fluorescence, 60 min;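 active = mean replicate inhibition of at least 30%, or all replicates individually reaching that 30% level; inactive = mean below 30% and not every replicate reaching it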;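 also: 0% = neutral control wells and 100% = L-leucinethiol positive control wells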
Target sequence (Q9NZ08 whole entry, looked up): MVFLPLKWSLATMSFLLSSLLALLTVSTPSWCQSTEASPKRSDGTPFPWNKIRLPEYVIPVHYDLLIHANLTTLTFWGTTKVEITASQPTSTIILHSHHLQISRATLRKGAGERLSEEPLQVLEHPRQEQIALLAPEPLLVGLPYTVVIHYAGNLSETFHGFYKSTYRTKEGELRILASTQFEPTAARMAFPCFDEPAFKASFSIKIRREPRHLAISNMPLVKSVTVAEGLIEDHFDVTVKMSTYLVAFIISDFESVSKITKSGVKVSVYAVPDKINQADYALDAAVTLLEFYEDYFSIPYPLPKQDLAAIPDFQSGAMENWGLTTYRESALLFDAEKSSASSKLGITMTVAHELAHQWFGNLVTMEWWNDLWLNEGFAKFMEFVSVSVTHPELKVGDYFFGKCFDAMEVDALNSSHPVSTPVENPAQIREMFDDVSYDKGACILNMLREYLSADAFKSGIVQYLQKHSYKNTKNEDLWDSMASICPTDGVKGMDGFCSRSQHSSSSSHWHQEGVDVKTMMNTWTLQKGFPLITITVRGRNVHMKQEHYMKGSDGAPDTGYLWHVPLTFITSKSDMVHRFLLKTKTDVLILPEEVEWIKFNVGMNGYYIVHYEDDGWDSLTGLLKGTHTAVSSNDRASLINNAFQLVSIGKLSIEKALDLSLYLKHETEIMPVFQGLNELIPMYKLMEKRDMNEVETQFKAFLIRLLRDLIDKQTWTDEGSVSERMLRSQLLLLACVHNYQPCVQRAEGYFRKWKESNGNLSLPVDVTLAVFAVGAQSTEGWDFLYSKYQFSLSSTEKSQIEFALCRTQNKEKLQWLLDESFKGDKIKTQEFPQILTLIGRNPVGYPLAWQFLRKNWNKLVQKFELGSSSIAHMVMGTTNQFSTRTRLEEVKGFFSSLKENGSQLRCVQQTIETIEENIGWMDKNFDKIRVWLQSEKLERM
DENV2 CPE: DENV2-induced cell death inhibition; 350,000 tested, 1.7% active; DENV2-infected cells, cytopathic effect rescue, plate reader; CPE inhibition, % at 9.99 µM; AID 651640; in the data active = CPE inhibition above about 20%, passing the limit was not always enough; inconclusive = no clear call, values can overlap the other calls; tested in BHK-21 cells;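 also: 0% = median of neutral control wells and 100% = median of positive control wells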
CFTR F508del cor: correctors of CFTR F508del function in bronchial epithelial cells; CFBE cells, YFP halide quenching; stimulated with forskolin plus potentiator P3; % fluorescence drop versus neutral controls; activity (quench increase), % at 7.58 µM; 350,000 tested, 0.36% active; AID 720511;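 active = mean added fluorescence quench of at least 8% versus neutral control, with both replicates also reaching 8%; inconclusive = only one of the mean or replicate conditions met; inactive = mean below 8% and not both replicates reaching 8%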;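 also: cells transiently co-express mutant CFTR-F508del with the halide-sensitive YFP; corrector assay measuring rescue of mutant channel to the surface after 24 h compound exposure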
Numbers without * were called inactive; ? = inconclusive; . = not tested or not shown; [ ] = dose if it differs, or a comment. An unsorted share of the library; any-hit rate near 4%.

canonical_smiles,ERp5 block,SIRT5 inh,miR-122 sensor,Casp6 inh,ERAP1 inh,DENV2 CPE,CFTR F508del cor
Cc1noc(C)c1S(=O)(=O)Nc1ccc2c(c1)C(=O)N([C@H](C)CO)C[C@@H](C)[C@H](CN(C)Cc1ccccc1)OCCCC[C@H](C)O2,-1,4,30[16.7 µM],3,8,.,1.2
CCC(C)(C)NC(=O)C(c1cccs1)N(C(=O)c1ccn[nH]1)c1ccccc1 (configuration not stated),4,-4,-2,2,1,.,3.8
COc1ccc(S(=O)(=O)Nc2ccc3c(c2)OC[C@@H](C)NC[C@H](C)[C@@H](OC)CN(C)C3=O)cc1,-1,-4,-8[16.7 µM],3,-1,4,-2.5
CCOC(=O)c1c(NC(=O)Nc2ccc(C)cc2)sc2c1CCN(C)C2,1,-27,5,-4,.,14,-0.5
Cc1cc(C)n(-c2cccc(F)n2)n1,-2,-3,.,-2,-4,-2,0.7
C=CCNC(=S)/C(=C(/[O-])c1ccccc1Br)[n+]1ccccc1,2,0,22,12,4,7,1.7
O=C(Nc1cccc(F)c1)N[C@H]1CC[C@H](CCNS(=O)(=O)c2cccc(Cl)c2)O[C@@H]1CO,-1,5,.,-8,4,.,-1.7
O=C(CSc1nnc(-c2ccccc2)n1Cc1ccco1)Nc1ccc(S(=O)(=O)N2CCCC2)cc1,-6,-3,11,-1,3,-1,-2.4
CCC(=O)Nc1ccc(NC(=O)CSc2nc3c(c(=O)n(C)c(=O)n3C)n2CC)cc1,0,2,-10,1,-3,3,1.1
C[C@@H]1CN([C@H](C)CO)C(=O)c2cccc(N(C)C)c2O[C@@H]1CN(C)Cc1ccc(C(=O)O)cc1,-3,-1,-4[16.7 µM],-3,1,10,0.4
COC(=O)[C@@H]1CC[C@@](C)(c2ccc(OC)cc2)C1(C)C,-6,2,-2,-6,0,.,-1.3
C[C@@H]1CN([C@H](C)CO)C(=O)Cc2cc(NC(=O)Cn3cnnn3)ccc2O[C@@H]1CN(C)S(=O)(=O)c1cccs1,-3,2,0[16.7 µM],3,-1,8,1.3

Ordered by SMILES length (smallest number first): three of the compounds above.
canonical_smiles,ERp5 block,SIRT5 inh,miR-122 sensor,Casp6 inh,ERAP1 inh,DENV2 CPE,CFTR F508del cor
Cc1cc(C)n(-c2cccc(F)n2)n1,-2,-3,.,-2,-4,-2,0.7
COc1ccc(S(=O)(=O)Nc2ccc3c(c2)OC[C@@H](C)NC[C@H](C)[C@@H](OC)CN(C)C3=O)cc1,-1,-4,-8[16.7 µM],3,-1,4,-2.5
C[C@@H]1CN([C@H](C)CO)C(=O)Cc2cc(NC(=O)Cn3cnnn3)ccc2O[C@@H]1CN(C)S(=O)(=O)c1cccs1,-3,2,0[16.7 µM],3,-1,8,1.3

Next section:
canonical_smiles,ERp5 block,SIRT5 inh,miR-122 sensor,Casp6 inh,ERAP1 inh,DENV2 CPE,CFTR F508del cor
O=C(NCC1CCCCC1)c1cccc([N+](=O)[O-])c1,3,-3,1,5,-3,17,1.0
CCc1nc2ccc(C(=O)NCCC(C)C)cn2c1N(CC)CCOC,1,2,0,.,-4,-1,-3.1
CCOC(=O)C1=C(C)NC(=O)NC1c1ccc([N+](=O)[O-])o1 (configuration not stated),3,0,-3,5,-4,-5,0.3
COc1ccc(/C=N/NC(=O)CNS(=O)(=O)c2ccccc2)cc1,1,-1,5,1,1,0,1.4
COc1ccc(S(=O)(=O)Nc2cccc3c2O[C@H](CN(C)C(=O)Nc2ccc(F)cc2)[C@H](C)CN([C@H](C)CO)C3=O)cc1,0,3,8[16.7 µM],3,4,?,0.9
CCOC(=O)c1cnc(-n2nc(C)cc2C)nc1Oc1ccc(C(=O)OC)cc1,1,-2,-4,-2,0,-1,1.6
COc1ccc(NC(=O)N(C)C[C@@H]2Oc3ccc(NS(=O)(=O)c4ccc(F)cc4)cc3C(=O)N([C@@H](C)CO)C[C@H]2C)cc1,1,-2,2[16.7 µM],-2,3,4,-0.3
COc1ccc(NC(=O)C2CCN(S(=O)(=O)c3cn(C)nc3C)CC2)cc1,-4,-2,2,-4,0,-8,-0.5
COc1ccc(NC(=O)c2ccc(-c3ccccc3Cl)o2)cc1,-2,.,-6,3,.,1,-1.6
O=C(/C=C/NNC(=O)c1ccc(Cl)cc1)c1ccccc1,-3,-6,.,1,1,1,2.5
CCN1CCN(C(=O)C2CCCN(S(=O)(=O)c3cccc4nsnc34)C2)CC1 (configuration not stated),5,-1,-7,-3,-1,-2,-1.5
Cc1cccc(C(=O)NNC(=O)c2ccccc2[N+](=O)[O-])c1,3,-3,2,-1,2,18,2.7
C[C@@H](O)C#Cc1cnc2c(c1)C(=O)N([C@@H](C)CO)C[C@H](C)[C@@H](CN(C)C(=O)c1ccccc1)O2,-10,0,-7[16.7 µM],1,1,-8,4.4
CC(C)c1ccc(-n2c(-c3ccccc3)c[n+]3c2CCc2ccccc2-3)cc1,1,-2,.,1,.,1,-2.6
N#CCC(=O)N/N=C/c1ccc(OCc2ccccc2)cc1,2,0,2,0,0,4,0.7
Cc1ccc(C)c(NS(=O)(=O)c2cc(C(=O)NCC3CCCO3)ccc2C)c1 (configuration not stated),-1,1,.,3,0,-2,0.5
N#C/C(=C\Nc1ccccc1SC(F)(F)F)c1nc(-c2ccc(F)cc2)cs1,-1,19*,.,1,2,5,1.6
Cc1ccc(S(=O)(=O)C[C@@H]2OC3CCCCC3N2S(=O)(=O)c2ccc(C)cc2)cc1 (some centres not stated),0,9,.,2,-2,4,-1.3
CCN(c1ccccc1)S(=O)(=O)c1ccc(Cl)c(NC(=O)CSc2nnc(C)s2)c1,-1,-4,-2,-3,3,17,0.7
S=C1NCCOCCOCCOCCNC(=S)N2CCOCCOCCN1CCOCCOCC2,4,0,-4,0,0,0,-0.4
CSc1cccc(NC(=O)CNS(=O)(=O)c2ccccc2)c1,3,-2,3,-4,-1,-5,3.5
COC(=O)C1=C(C)N(Cc2ccccc2C(F)(F)F)C(=NCc2ccc3c(c2)OCO3)NC1c1ccccc1C(F)(F)F (configuration not stated),3,.,.,-7,-5,-9,3.2
CO[C@H]1CN(C)C(=O)c2ccc(NS(=O)(=O)c3ccccc3)cc2OC[C@H](C)N(Cc2ccccn2)C[C@H]1C,7,.,.,1,-2,9,-1.1
COc1ccccc1N(CC(=O)Nc1ccc(S(=O)(=O)N2CCOCC2)cc1)S(C)(=O)=O,1,-2,.,2,-2,1,0.6
Cc1ccc(S(=O)(=O)N2CCN(C(=S)NCCc3ccccc3)CC2)cc1,10,-1,6,-1,10,3,-3.0
Cc1noc(C)c1COc1ncnc2ccccc12,-5,4,.,3,-3,-1,-0.2
CCOC(=O)C1=C(CC)Nc2ccccc2N=C1NC(=O)c1ccc(S(=O)(=O)N2CCCC2)cc1,4,2,.,0,3,-3,.
O=C(Nc1ccc(N2CCCC2)cc1)c1ccccc1[N+](=O)[O-],1,-3,0,-7,-1,-1,2.3
C[C@H]1CN([C@@H](C)CO)C(=O)Cc2cc(NC(=O)Nc3ccc(F)cc3)ccc2O[C@H]1CN(C)C(=O)NC1CCCCC1,1,1,-3[16.7 µM],-1,2,10,-0.4
C/C(=N\NC(=O)COc1ccccc1)c1ccc(O)cc1,4,-5,.,3,2,-2,-1.7
CCCCOc1ccc(-c2nc(/C=N/c3nccs3)c(O)o2)cc1,2,-3,-8,1,2,-2,.
C[C@@H]1O[C@@H](OC[C@H]2O[C@@H](Oc3c(-c4ccc(O)cc4)oc4cc(O)cc(O)c4c3=O)[C@H](O)[C@@H](O)[C@@H]2O)[C@H](O)[C@H](O)[C@H]1O,-1,3,-18,5,5,-9,-0.3
COC(=O)c1cc(S(=O)(=O)NCC2CCN(CCc3cccs3)CC2)cn1C,-2,-1,-2,-27,0,1,-3.2
C[C@H](CO)N1C[C@H](C)[C@@H](CN(C)C(=O)C2CCC2)Oc2cc(C#CCN(C)C)ccc2S1(=O)=O,4,1,1[16.7 µM],-1,1,5,-0.2
CCCOC1OC(=O)c2c1ccc(OC)c2OC (configuration not stated),-3,-1,-7,4,1,?,-3.7
CC(C)CC#Cc1cnc2c(c1)C(=O)N([C@H](C)CO)C[C@@H](C)[C@H](CN(C)S(C)(=O)=O)O2,6,2,45[16.7 µM],0,-5,-10,-7.0
CC(C)C(=O)N1CCN(c2ccccc2NC(=O)c2ccc(Br)o2)CC1,2,-3,.,1,3,?,1.3
N/C(=N\OC(=O)c1cccc([N+](=O)[O-])c1)c1cccnc1,-8,0,.,-2,-1,-7,0.8
Cc1ccc(S(=O)(=O)N(C)C)cc1NC(=O)C1CCCN(C(=O)c2ccc(Cl)cc2)C1 (configuration not stated),3,0,.,2,-1,8,1.7
COc1ccc(-c2csc(NC(=O)C(CC(=O)O)N3CCOCC3)n2)cc1 (configuration not stated),1,-16,0,2,-1,-1,-1.5
Cc1ccc(-c2nnc(NC(=O)c3c(F)cccc3Cl)s2)cc1,-5,0,-2,-3,2,4,-2.8
COc1cccc(C(=O)Nc2ccc3c(c2)C(=O)N(C)C[C@@H](OC)[C@H](C)CN(C(=O)C2CC2)[C@H](C)CO3)c1,-2,-2,-2[16.7 µM],0,2,.,0.6
O=C(Cc1cccs1)NCc1cccc(Cl)c1,6,1,2,-2,-2,-5,-2.8
Cn1c(=O)oc2cc(S(=O)(=O)NCc3ccc(Cl)cc3)ccc21,-1,0,12,3,0,-1,-0.5
COc1ccc(CNC(=O)CCC(=O)Nc2cccnc2)cc1,4,-4,-7,-1,-1,-1,0.3
CCN(Cc1ccccc1)S(=O)(=O)c1cc(C(=O)c2c(N)n(C)c(=O)n(C)c2=O)ccc1OC,1,1,.,1,1,1,1.3
COc1ccc(C(=O)C2CCCN(C/C=C/c3ccccc3OC)C2)c(OC)c1 (configuration not stated),-1,-2,.,3,-2,1,0.5
CC1CCCCC1NC(=O)CCNC(=O)N1CC(=O)Nc2ccccc21 (configuration not stated),-4,-4,10,-1,0,0,1.2
O=C(Nc1cc(Br)ccc1O)c1cnn2c(C(F)F)cc(C3CC3)nc12,8,-6,.,1,0,.,1.9
Cc1c(Cl)cccc1N/C(=N/S(=O)(=O)c1cccs1)c1ccccc1,3,-2,.,-2,8,2,2.4
CCCN(C)C[C@@H]1Oc2ncc(-c3cccc(C#N)c3)cc2C(=O)N([C@@H](C)CO)C[C@@H]1C,-5,-4,3[16.7 µM],-3,1,6,-0.2
O=C(C[C@H]1C[C@H]2c3cc(NC(=O)CC4CC4)ccc3O[C@H]2[C@H](CO)O1)NCCN1CCCCC1,-4,2,9[16.7 µM],-3,8,2,-2.8
COc1ccc(CNC(=O)COc2cc(O)c3c(c2)OC(C)(C)CC3=O)c(OC)c1,-6,2,-2,-2,0,-3,0.0
Fc1ccc(/C=N/N2CCN(Cc3ccccc3)CC2)cc1,4,11,-5,-5,-2,7,-2.5
CN(C)S(=O)(=O)c1ccc(NC(=S)NC(=O)Cc2ccccc2)cc1,14,-1,2,-2,-2,-5,0.2
CC(C)CCN(C(=O)c1ccncc1)c1c(N)n(Cc2ccccc2)c(=O)[nH]c1=O,-1,2,.,-13,-1,0,-2.4
O=[N+]([O-])c1ccc(S(=O)(=O)Nc2nnc(C3CCCCC3)s2)cc1,-5,-6,.,2,-4,-3,-1.5
COc1ccccc1CNC(=O)c1cccnc1,0,-1,-1,-1,2,3,0.1
Cn1nc(C(=O)NCc2cccc(F)c2)cc1C(=O)NCc1cccc(F)c1,2,-1,-11,1,1,0,4.4
C[C@H](CO)N1C[C@H](C)[C@H](CN(C)C(=O)Nc2ccc3c(c2)OCO3)Oc2ccc(N(C)C)cc2CC1=O,0,-1,-6[16.7 µM],1,6,-6,3.3
Cc1noc(C)c1C(=O)OCC(=O)NC(=O)c1ccc(C(C)(C)C)cc1,3,1,-1,6,-4,-6,0.7
COc1ccc(S(=O)(=O)N(C)C[C@H]2Oc3cc(C4=CCCC4)ccc3S(=O)(=O)N([C@H](C)CO)C[C@H]2C)cc1,0,4,30[16.7 µM],5,-3,9,-1.6
CCCCN(C(=O)CSCC(=O)Nc1ccc(C)cc1)c1c(N)n(CC(C)C)c(=O)[nH]c1=O,0,1,-1,4,0,6,-3.0
